Source: PubChem BioAssay
ABHD5 PLIN5 PPI = inhibitors of human ABHD5-perilipin-5 interaction; Q00G26+Q8WTS1; actives 0.78% (n = 360,000); AID 602281; inhibition, % at 4 µM; Split G. princeps luciferase complementation, luminescence, 4 h;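 active = inhibition above the mean inhibition across every tested compound plus 3 SD, cut at about 22% in these data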;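 note: 0% = DMSO only wells and the 100% control is not disclosed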
Target sequence (Q00G26 whole entry, looked up): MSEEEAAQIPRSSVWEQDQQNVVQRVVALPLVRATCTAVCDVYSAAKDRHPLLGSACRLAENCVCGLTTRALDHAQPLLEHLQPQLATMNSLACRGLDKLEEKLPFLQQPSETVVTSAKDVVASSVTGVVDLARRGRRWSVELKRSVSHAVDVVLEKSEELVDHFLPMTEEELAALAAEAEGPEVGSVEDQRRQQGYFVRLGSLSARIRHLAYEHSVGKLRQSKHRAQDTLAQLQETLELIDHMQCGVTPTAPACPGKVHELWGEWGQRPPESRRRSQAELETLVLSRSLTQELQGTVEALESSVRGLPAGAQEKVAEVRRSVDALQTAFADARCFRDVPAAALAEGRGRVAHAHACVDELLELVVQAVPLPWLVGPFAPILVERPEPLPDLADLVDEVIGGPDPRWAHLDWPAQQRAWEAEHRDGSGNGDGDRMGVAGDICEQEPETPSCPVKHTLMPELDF
Target sequence (Q8WTS1 whole entry, looked up): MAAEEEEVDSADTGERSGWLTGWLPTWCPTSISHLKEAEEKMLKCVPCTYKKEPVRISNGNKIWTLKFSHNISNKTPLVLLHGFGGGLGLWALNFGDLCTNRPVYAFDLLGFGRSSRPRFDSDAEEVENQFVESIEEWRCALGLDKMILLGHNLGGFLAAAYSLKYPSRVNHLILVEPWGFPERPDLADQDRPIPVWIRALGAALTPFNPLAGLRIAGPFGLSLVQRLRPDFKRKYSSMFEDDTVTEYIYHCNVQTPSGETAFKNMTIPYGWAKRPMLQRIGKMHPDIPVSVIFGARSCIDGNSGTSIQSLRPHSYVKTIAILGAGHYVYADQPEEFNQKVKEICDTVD
TROY signal inh = TROY signaling inhibition | Q293 LMP1-TROYcd NF-kB luciferase reporter, 4 h | inhibition, % at 10 µM | actives 0.98% (n = 360,000) | AID 1347056;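 active = compounds whose plate-normalised and pattern-corrected inhibition of the luciferase reporter signal at the single screening dose is 50% or more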
Exocytosis inh = lytic granule exocytosis inhibition. AID 651702. actives 0.66% (n = 360,000). inhibition, % at 10 µM. TALL-104 LAMP-1 surface exposure, flow cytometry; cells stimulated with thapsigargin and PMA;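 active = inhibition above about 55%, limit read from the data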
NOD2-RIPK2 inh = NOD2-RIPK2 protein interaction inhibition | O43353 | CHO BLA complementation NOD2-RIPK2, CCF4 ratio | inhibition, % at 4.98 µM | actives 0.38% (n = 360,000) | AID 624267; in the data active = inhibition above about 21%;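 note: 0% = vehicle only and 100% = reference blocker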
TWEAK-Fn14 inh = TWEAK-Fn14 signaling inhibition | TWEAK-stimulated Fn14 reporter cells, luciferase luminescence, 8 h | actives 2% (n = 360,000) | inhibition, % at 10 µM | AID 1159606; in the data active = inhibition above about 50%
NCOA3 inh = inhibits human SRC3 coactivator; Q9Y6Q9; HEK293 GAL4-SRC3 luciferase reporter, luminescence; inhibition, % at 3.6 µM; actives 0.17% (n = 360,000); AID 588352;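 active = inhibition above a per-campaign cutoff, the mean of all compounds plus 3 SD, cut at about 60% in these data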;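 note: 0% = DMSO-treated cells and 100% = gossypol-treated cells at 36 µM; higher means less SRC3-driven luciferase light from the GAL4 reporter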
NCOA1 inh = human NCOA1 inhibition. HEK293 GAL4-SRC1 luciferase reporter, luminescence. inhibition, % at 3.6 µM. actives 0.12% (n = 360,000);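 active = inhibition above the campaign mean plus 3 SD, with each screening campaign given its own cutoff, cut at about 60% in these data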;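 note: 0% = DMSO treated cells and 100% = gossypol at 36 µM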
COUP-TFII inh = NR2F2 (human) inhibition, primary screen; HEK293T NGFI-A luciferase reporter, luminescence; inhibition, % at 8.6 µM; actives 0.7% (n = 370,000);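 active = inhibition above a per-plate cutoff, mean inhibition of test wells between control levels plus 3 SD, cut at about 38% in these data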;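 note: cells cotransfected with COUP-TFII expression vector driving the NGFI-A reporter; 0% = median of COUP-TF2 test wells and 100% = reporter-only cells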
NR5A2 inv ag = NR5A2 inverse agonism in reporter assay. O00482. HEK293T StAR-luciferase reporter, LRH-1 transfected, 24 h. inhibition, % at 3.6 µM. actives 0.13% (n = 360,000). AID 602396;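 active = inhibition above the mean inhibition of all tested compounds plus 3 SD, cut at about 73% in these data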;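 note: 0% = DMSO wells and 100% = reporter-only cells lacking LRH-1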
SRC2 inh = human SRC2 (NCOA2) inhibition. Q15596. HEK293 GAL4-SRC2 luciferase reporter, luminescence. inhibition, % at 9 µM. actives 0.17% (n = 370,000). AID 651957;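 active = inhibition above the mean inhibition of all tested compounds plus 3 SD, set per campaign, cut at about 52% in these data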;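 note: 0% = DMSO treated cells and 100% = cells given Gossypol at 36 µM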
TLR9-MyD88 inh = inhibitors of human TLR9-MyD88 binding; inhibition, % at 4.98 µM; CHO BLA complementation TLR9-MyD88, CCF4 FRET ratio; Q9NR96+Q99836; actives 0.21% (n = 340,000);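 active = inhibition above the mean over all tested compounds plus 3 SD, cut at about 21% in these data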;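 note: 0% = DMSO only wells and 100% = clavulanate BLA inhibitor control wells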
* = called active by the depositor; . = not tested or not shown. A portion of the library; count on the stated rates, not on these rows.

item	structure	ABHD5 PLIN5 PPI	TROY signal inh	Exocytosis inh	NOD2-RIPK2 inh	TWEAK-Fn14 inh	NCOA3 inh
1	O=C(CSc1nnc(CNc2cccc(Cl)c2)o1)OC1CCCCC1	-4	-4	3	-4	-4	13
2	COC(=O)C1=C(C)N(Cc2ccccc2)C(=S)N[C@H]1c1ccccc1	-2	10	-2	3	23	-3
3	CCC(NC(=O)OCc1ccccc1)C(=O)Oc1ccc2ccc(=O)oc2c1 (stereo not given)	-7	-4	-6	4	12	-20
4	CCCn1c(SCC(=O)Nc2ccc3c(c2)OCO3)n[nH]c1=O	-2	-11	-3	3	12	-3
5	CSc1ccc(CN2CCC(C)(Oc3ccc(-n4ccnc4)cc3)C2)cc1 (stereo not given)	3	14	-4	3	-14	7
6	O=S(=O)([O-])C/C(=C\c1ccc(Cl)cc1)c1cc[n+](CCO)cc1	-2	-19	0	-8	-8	3
7	CC(C)(C)OC(=O)NCCc1nnc(SCc2ccccc2)o1	8	-9	-3	5	3	9
8	CC1=C(C(=O)OCC(C)C)C(c2ccc(F)cc2)NC(=O)N1 (stereo not given)	1	14	-2	-5	13	18
9	CCOc1ccc(S(=O)(=O)N/N=C(\C)c2ccc(OC)cc2OC)cc1	-1	3	2	-1	4	5
10	CCc1nc(C)ccc1OCC(=O)NCCCN(C)C	3	11	2	-13	12	5
11	O=[N+]([O-])c1ccc(S(=O)(=O)Nc2ccc(-c3ccc(N4CCCC4)nn3)cc2)cc1	-2	-11	1	3	-15	-9
12	COc1cccc(NC(=O)N2CCCC2C(=O)NCc2ccccc2F)c1 (stereo not given)	0	1	-2	0	7	-5
13	CC(=O)N1CCN(C(=O)c2cccc(S(=O)(=O)N3c4ccccc4CC3C)c2)CC1 (stereo not given)	10	5	0	-1	-2	15
14	Cc1ccc(S(=O)(=O)N2CCOCC2)cc1NC(=O)C(c1ccc(Cl)cc1)C(C)C (stereo not given)	10	-14	-2	6	-18	14
15	CCOc1ccc(Oc2ccc(Cl)cc2NC(=O)C2=COCCO2)cc1	3	-1	0	-4	-18	-23

item	NCOA1 inh	COUP-TFII inh	NR5A2 inv ag	SRC2 inh	TLR9-MyD88 inh
1	5	16	0	-5	6
2	-8	14	2	7	4
3	-23	-2	-7	-27	-14
4	4	1	-14	-2	1
5	-10	20	14	16	.
6	-5	13	5	-9	7
7	5	-8	6	-7	.
8	5	0	7	16	-2
9	0	3	6	13	2
10	15	13	-5	9	-3
11	-16	-34	7	-39	-1
12	-20	-13	-5	9	-9
13	12	12	5	-20	-16
14	-18	12	1	-6	1
15	2	0	18	3	-7

Part of the list above, with values under each structure.
Under each structure – ABHD5 PLIN5 PPI	TROY signal inh	Exocytosis inh	NOD2-RIPK2 inh	TWEAK-Fn14 inh	NCOA3 inh	NCOA1 inh	COUP-TFII inh	NR5A2 inv ag	SRC2 inh	TLR9-MyD88 inh
7. CC(C)(C)OC(=O)NCCc1nnc(SCc2ccccc2)o1
    8	-9	-3	5	3	9	5	-8	6	-7	.
8. CC1=C(C(=O)OCC(C)C)C(c2ccc(F)cc2)NC(=O)N1 (stereo not given)
    1	14	-2	-5	13	18	5	0	7	16	-2
9. CCOc1ccc(S(=O)(=O)N/N=C(\C)c2ccc(OC)cc2OC)cc1
    -1	3	2	-1	4	5	0	3	6	13	2
10. CCc1nc(C)ccc1OCC(=O)NCCCN(C)C
    3	11	2	-13	12	5	15	13	-5	9	-3
11. O=[N+]([O-])c1ccc(S(=O)(=O)Nc2ccc(-c3ccc(N4CCCC4)nn3)cc2)cc1
    -2	-11	1	3	-15	-9	-16	-34	7	-39	-1
12. COc1cccc(NC(=O)N2CCCC2C(=O)NCc2ccccc2F)c1 (stereo not given)
    0	1	-2	0	7	-5	-20	-13	-5	9	-9
13. CC(=O)N1CCN(C(=O)c2cccc(S(=O)(=O)N3c4ccccc4CC3C)c2)CC1 (stereo not given)
    10	5	0	-1	-2	15	12	12	5	-20	-16
14. Cc1ccc(S(=O)(=O)N2CCOCC2)cc1NC(=O)C(c1ccc(Cl)cc1)C(C)C (stereo not given)
    10	-14	-2	6	-18	14	-18	12	1	-6	1
15. CCOc1ccc(Oc2ccc(Cl)cc2NC(=O)C2=COCCO2)cc1
    3	-1	0	-4	-18	-23	2	0	18	3	-7

Following part
item	structure	ABHD5 PLIN5 PPI	TROY signal inh	Exocytosis inh	NOD2-RIPK2 inh	TWEAK-Fn14 inh	NCOA3 inh
16	COc1cc([N+](=O)[O-])ccc1NC(=O)Nc1cnccn1	-2	9	-3	-14	18	13
17	Cc1ccc(-c2nnc(SCC(=O)Nc3cccc(C(=O)N4CCOCC4)c3)n2C)cc1	0	-6	-2	7	2	16
18	CCCCNCCCOc1cccc(Cl)c1Cl	6	-4	-4	-4	-22	1
19	Cc1cc(=O)oc(C)c1C(=O)N1CCc2c([nH]c3ccccc23)C1C(C)C (stereo not given)	2	4	-5	-2	-22	20
20	COc1cc(CNCc2cccnc2)ccc1OCC(=O)NC(C)(C)C	-4	11	-11	-10	-1	-14
21	COC(=O)CN1C(=O)Nc2ccc(Br)cc2C1c1ccccc1Cl (stereo not given)	4	9	32	6	12	9
22	CCc1ccc(CNC(=O)C2CCCN(c3nc4ccccc4o3)C2)cc1 (stereo not given)	12	0	-3	4	13	21
23	O=C(COC(=O)c1ccccc1Br)NCC1CCCCC1	-6	-67	-2	-11	-35	-7
24	COC(=O)c1cccc(Nc2nc(-c3ccncc3)nc3ccccc23)c1	12	1	45	-3	0	-6
25	CC(OC(=O)CN1C(=O)c2ccccc2C1=O)C(=O)c1ccccc1 (stereo not given)	2	-19	-7	3	9	5
26	CC1=C(C(=O)Nc2ccc([N+](=O)[O-])cc2)C(c2cccc(C(F)(F)F)c2)NC(=S)N1c1ccccc1 (stereo not given)	-16	25	2	2	24	2
27	CSc1ccc(CCNC(=O)C2CCCN(c3nn4c(=O)cc(C)nc4s3)C2)cc1 (stereo not given)	0	8	-3	4	1	11
28	O=c1cc(-c2ccccc2O)nc(-c2ccccc2)[nH]1	0	57*	-4	3	53*	12
29	CCCCN(C(=O)c1cc(S(=O)(=O)N2CCCCC2)ccc1Cl)c1c(N)n(CC(C)C)c(=O)[nH]c1=O	-3	-3	-2	7	8	6
30	CC(=O)Nc1cccc(NC(=O)CS(=O)(=O)c2cn(CC(=O)N3CCOCC3)c3ccccc23)c1	-6	8	-1	3	-10	-10

item	NCOA1 inh	COUP-TFII inh	NR5A2 inv ag	SRC2 inh	TLR9-MyD88 inh
16	-79	1	-4	8	-5
17	-14	-6	-6	-7	-4
18	5	-12	9	13	-8
19	6	-14	9	-6	9
20	0	8	29	-21	-3
21	-1	.	-9	.	-2
22	7	4	3	-10	1
23	7	-6	-10	-32	.
24	1	-9	0	-3	-6
25	-5	-15	3	-12	4
26	-11	-12	4	18	-4
27	23	8	13	-10	10
28	-5	6	-4	-44	-2
29	-29	-20	11	-4	-3
30	1	-9	1	-5	-2

Further records.
item	structure	ABHD5 PLIN5 PPI	TROY signal inh	Exocytosis inh	NOD2-RIPK2 inh	TWEAK-Fn14 inh	NCOA3 inh
31	Cc1ccc(/C=C(/NC(=O)c2ccccc2)C(=O)NC(Cc2c[nH]c3ccccc23)C(=O)O)cc1 (stereo not given)	5	-11	-9	-15	-20	-4
32	CC(C)NC(=O)C1(N2C(=O)c3ccccc3C2=O)CCCC1	-8	3	-1	14	0	13
33	Fc1cccc(Cl)c1/C=N/Nc1ccccn1	2	-46	0	-4	7	-28
34	O=C(O)c1ccccc1C(=O)OCCCc1ccncc1	5	-13	-3	-11	7	4
35	CC(/C=N/n1c(-c2ccc(Cl)cc2)n[nH]c1=S)=C\c1ccco1	-2	10	18	6	19	5
36	CCOc1ccc(N(CC(=O)Nc2ccc(C)cc2C)S(C)(=O)=O)cc1	6	-14	17	-8	3	8
37	Cc1cc(CNC(=O)COC(=O)C2CC3CCCC(C2)C3=O)cc(C)c1O (stereo not given)	0	-7	2	5	-5	12
38	CCN(CC)S(=O)(=O)c1ccc(NC(=S)NC(=O)C(C)C)cc1	1	-24	2	0	2	15
39	CSc1ccccc1NC(=O)C(C)N1C(=O)c2ccccc2S1(=O)=O (stereo not given)	1	-5	-3	-2	-6	0
40	COc1ccc(NC(=S)NCc2ccccc2)c(OC)c1	2	6	2	-13	-2	-10
41	CCCCN(C(=O)c1cc(OC)c(OC)c(OC)c1)C1=CC2CCC(C1)N2C (stereo not given)	14	-6	0	2	-1	0
42	CCn1nc(NC(=O)COC)c2cc3cc(C)ccc3nc21	9	-35	6	-4	17	-48
43	OC(COc1c(F)cc(Br)cc1F)CN1CCOCC1 (stereo not given)	-4	1	-2	2	-4	13
44	COc1ccc(NC(=O)CN2CCCC2)cc1	4	5	-2	3	-4	-13

item	NCOA1 inh	COUP-TFII inh	NR5A2 inv ag	SRC2 inh	TLR9-MyD88 inh
31	-2	-7	-6	8	-10
32	2	3	12	8	1
33	-56	-7	-25	-34	0
34	-7	7	-18	-7	-4
35	-21	4	-40	8	-9
36	7	4	6	16	4
37	-2	-11	-1	-7	4
38	-4	-5	14	-32	-15
39	-6	-21	10	-3	3
40	6	9	-8	-24	-16
41	-2	19	-6	17	-4
42	-28	-14	-27	-57	3
43	-6	11	-2	7	2
44	-1	-4	-5	-16	-4
